TCR-CD3 inh: blocks the human TCR-CD3 interaction; TAMRA-labeled TCR probe fluorescence, biochemical; inhibition, % at 9.4 µM; actives 0.37% (n = 360,000); AID 651800; in the data active = inhibition above about 19%;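 note: recombinant mutant TCR 2C K166C tagged with TAMRA read by polarization; 0% = receptor in buffer alone and 100% = receptor with positive control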
GC-B act: GC-B (human) receptor activation; P20594; HEK293-GC-B cells, CNP EC30, cGMP TR-FRET; 0% at EC30 CNP, 100% saturating CNP; activation, % at 10 µM; actives 0.11% (n = 370,000); AID 1920062;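 active = activation at 10 µM reaching about 35% in either raw or pattern-adjusted values, limit read from the data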
rCAG binder: r(CAG) repeat RNA binding | TO-PRO-1 dye displacement fluorescence | inhibition, % at 3 µM | actives 1.3% (n = 370,000) | AID 651821;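 active = inhibition above the plate cutoff, the mean of all test compounds on that plate plus 3 SD, cut at about 35% in these data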;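 note: 0% = DMSO alone and 100% = 100 µM mitoxantrone as full dye displacement; higher means more dye released from RNA so lower well fluorescence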
NPR1 activator: GC-A (human) enzyme activation; P16066; HEK293 GC-A cells, cGMP TR-FRET, EC30 ANP; 0% at EC30 ANP, 100% saturating ANP; activation, % at 10 µM; actives 0.14% (n = 370,000); AID 1671463; in the data active = activation above about 40%
MBD2 inh: inhibitors of human MBD2 binding to methylated oligonucleotide; Q9UBB5; TR-FRET; inhibition, % at 4.4 µM; actives 0.31% (n = 370,000); in the data active = inhibition above about 13%
Target sequence (Q9UBB5 whole entry, looked up): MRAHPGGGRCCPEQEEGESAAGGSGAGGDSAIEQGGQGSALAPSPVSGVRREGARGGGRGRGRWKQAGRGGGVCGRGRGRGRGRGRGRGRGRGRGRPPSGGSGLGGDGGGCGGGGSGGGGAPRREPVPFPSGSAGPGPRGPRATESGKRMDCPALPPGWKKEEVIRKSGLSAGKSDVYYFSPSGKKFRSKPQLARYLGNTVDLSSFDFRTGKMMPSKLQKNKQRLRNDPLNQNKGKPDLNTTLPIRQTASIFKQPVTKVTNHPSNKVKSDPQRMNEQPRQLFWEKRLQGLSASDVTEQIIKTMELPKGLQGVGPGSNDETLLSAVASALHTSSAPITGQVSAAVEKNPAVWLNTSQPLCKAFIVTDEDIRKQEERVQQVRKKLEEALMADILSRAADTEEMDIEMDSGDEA
SIAE inh: inhibitors of human sialic acid acetylesterase SIAE | inhibition, % at 9.66 µM | SIAE FP-Rh probe binding, fluorescence polarization | actives 0.69% (n = 370,000) | Q9HAT2;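 active = inhibition above a cutoff: mean of compounds within the control limits plus 3 SD of those, cut at about 17% in these data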;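 note: 0% = plate median of compound wells and 100% = probe without SIAE protein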
UHRF1 MBD2 ctr: human UHRF1 methylated DNA binding inhibitors; Q96T88; UHRF1 binding to methylated oligo, TR-FRET; inhibition, % at 4.4 µM; actives 0.75% (n = 370,000); AID 687016; in the data active = inhibition above about 21%;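 note: UHRF1 SRA domain binding a hemimethylated CpG hairpin DNA probe; 0% = median of test compound wells and 100% = reference inhibitor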
PRMT1 FP inh: PRMT1 (human) inhibition, primary screen; Q99873; recombinant PRMT1, activity-based probe fluorescence polarization; inhibition, % at 2.79 µM; actives 1.3% (n = 370,000);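 active = inhibition above about 21% made by adding two undisclosed values, limit read from the data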
HTRA1 inh: inhibitors of human serine peptidase HTRA1; recombinant HTRA1, FP-rhodamine activity-based probe, fluorescence polarization; actives 0.5% (n = 340,000); AID 504803; inhibition, % at 5.96 µM; in the data active = inhibition above about 36%;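 note: 0% = enzyme with DMSO and 100% = wells lacking enzyme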
mABHD4 FP: inhibits mouse alpha/beta hydrolase domain 4 | Q8VD66 | purified mABHD4, FP-Rh probe fluorescence polarization | inhibition, % at 8.92 µM | actives 0.54% (n = 370,000);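 active = inhibition exceeding the mean over every tested compound plus 3 SD, cut at about 30% in these data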;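 note: 0% = plate median of compound wells and 100% = S159A mutant with DMSO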
Target sequence (Q8VD66 whole entry, looked up, the tested form may be a part): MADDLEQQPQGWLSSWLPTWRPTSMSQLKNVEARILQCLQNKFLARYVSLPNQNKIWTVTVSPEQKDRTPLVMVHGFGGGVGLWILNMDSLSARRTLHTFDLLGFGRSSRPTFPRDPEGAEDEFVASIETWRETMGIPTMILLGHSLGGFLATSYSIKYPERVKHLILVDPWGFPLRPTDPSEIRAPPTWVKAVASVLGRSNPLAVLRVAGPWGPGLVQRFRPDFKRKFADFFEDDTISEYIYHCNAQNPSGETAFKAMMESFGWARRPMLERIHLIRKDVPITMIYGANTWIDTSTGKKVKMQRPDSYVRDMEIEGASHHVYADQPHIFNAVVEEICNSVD
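assay system = mABHD4 protein | compound dosing = single nominal dose of 8.92 µM, 0.89% DMSO final | read-out basis = percent inhibition of probe binding, normalized to plate controls | schedule = Enzyme–compound pre-incubation 45 min, then probe 60 min, both 25 °C | detection = fluorescence polarization, excitation 525 nm, emission 598 nm, BODIPY TMR filters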
* hit, by the source's call; / = not tested or not shown; & = joins results of further samples.

SMILES	TCR-CD3 inh	GC-B act	rCAG binder	NPR1 activator	MBD2 inh	SIAE inh	UHRF1 MBD2 ctr	PRMT1 FP inh	HTRA1 inh	mABHD4 FP
CC(C)c1ccc(N)c(S(=O)(=O)O)c1	-3	6	3	2	1	-1	2	-4	5	7
CC(NC(=O)CCNC(=O)c1ccccc1Cl)c1ccc(-n2ccnc2)cc1 (stereo not given)	3	1	-4	1	3	-7	2	1	1	0
CCN(CC(=O)Nc1cc(Cl)ccc1C)C(=O)c1ccc2c(=O)n3c(nc2c1)CCC3	0	-1	-1	4	-3	-6	-1	0	-8	-3
CN(C)CCCNC(=S)Nc1ccc(Oc2ccccc2)cc1	1	1	-1	-1	3	0	0	-3	-3	1
COc1ccc(N(C(=O)CNC(=O)c2ccco2)C(C(=O)NC2CCCCC2)c2ccncc2)cc1 (stereo not given)	-9	2	0	0	-2	2	0	6	2	6
COc1ccc(Sc2ccc(-c3nc4cnccn4c3NC3CCCCC3)cc2OC)cc1	-6	15	6	25	-1	8	-2	-3	-13	-1
COc1ccc(/C=N/n2c(-c3ccccc3)n[nH]c2=S)cc1	4	-7	11	-3	-1	22*	-3	2	4	5
O=C1/C(=C/c2ccc(F)c(F)c2)CSc2sccc21	3	/	2	/	-7	1	-4	1	-7	-3
CC(C)NC(=O)CCn1ccc2cc(S(=O)(=O)N3CCCC3)ccc21	-1	-1	2	-2	-3	1	5	5	1	4
COc1ccc(C2C(C(=O)OCC(=O)NC(C)(C)C)CCC(=O)N2c2ccc(C)cc2)cc1OC (stereo not given)	0	7	-5	-6	9	-9	7	5	-1	-10
O=C(CN1C(=O)C2(OCCCO2)c2ccccc21)NCc1ccc2ccccc2c1	/	0	4	-3	-6	-5	0	3	/	4
COc1ccccc1NC(=O)C(C)OC(=O)CCC1CCCCC1 (stereo not given)	8	4	-2	-2	1	3	2	-1	-21	-6
COCCCn1c(SCC(=O)NC(C)C)nnc1-c1ccccc1	4	0	-1	0	-4	6	-3	-3	-3	7
COc1ccc(NC(=O)COC(=O)c2n[nH]c3ccccc23)c(OC)c1	-5	-5	8	1	2	3	10	-1	3	1
CN1CCN(S(=O)(=O)c2ccc(Cl)cc2)CC1	7&0	-4&3	3&-5	-1&-1	0&3	1&-3	11&-1	-1&2	-3&6	7&4
COc1cc(C)c(S(=O)(=O)NC2CC(C)(C)NC(C)(C)C2)cc1C	-3	1	-4	5	2	0	2	-2	9	11
O=C(Nc1cccc2nsnc12)c1ccc(-c2cccc(Cl)c2)o1	-2	-16	27	-18	-2	-12	-6	20	-31	1
O=C(/C=C/c1cccc(Br)c1)NC1CCN(Cc2ccccc2)CC1	-5	-8	4	-11	-4	-3	-2	2	-5	0
Cc1cccc(C)c1NC(=O)CN1CCN(C/C=C/c2ccccc2)CC1	4	3	-1	1	1	-3	-1	-7	/	-4
CCc1nc(N)c(C#N)c(-c2cccn2C)c1C	-4	-6	-4	2	2	8	1	4	13	12
O=C(COC(=O)Cc1cccs1)Nc1ccccc1	2	0	1	2	-7	2	-1	-1	-5	-1
CC(C)Oc1cccc(C(=O)Nc2nnc([C@@H]3C[C@H](O)[C@@H](CO)O3)s2)c1	2	0	0	1	5	0	0	-1	/	3
O=C(CCCC(=O)c1ccccc1)Nc1ccc(F)cc1	1	0	-4	-3	-5	3	-3	-5	-1	-3
CCOc1ccc(CN(C)C(C)C(=O)Nc2ccc([N+](=O)[O-])cc2Cl)cc1OC (stereo not given)	3	-1	2	-1	4	-3	4	-1	2	0
O=C(NCCN1CCN(c2ccccc2)CC1)c1cccn2c(=O)c3ccccc3nc12	-7	-1	1	10	4	7	-1	4	-4	9
Additional records follow:
SMILES	TCR-CD3 inh	GC-B act	rCAG binder	NPR1 activator	MBD2 inh	SIAE inh	UHRF1 MBD2 ctr	PRMT1 FP inh	HTRA1 inh	mABHD4 FP
CCN(CC)CCOC(=O)C(Cc1ccco1)Cc1cccc2ccccc12 (stereo not given)	-1	-11	-2	-24	0	-6	3	-1	0	9
CCOc1ccc(CC(=O)Nc2ccc(S(=O)(=O)N3CCCC3)cc2)cc1	-2	4	-2	-1	1	8	2	-1	-2	5
O=C(Cc1ccc([N+](=O)[O-])cc1)NCc1ccccc1Cl	3	4	-3	2	1	2	0	-2	6	1
CN(CCC1CCCCO1)C(=O)CCc1nnc(CCCCc2ccccc2)o1 (stereo not given)	2	1	-6	7	2	0	5	2	0	3
CCNC(=O)c1cc2c(=O)n3cccc(C)c3nc2n(CCc2ccccc2)c1=N	-5	1	9	12	-6	-3	-7	2	-1	6
CCO[C@H]1OC(C(=O)Nc2ccccc2)=C[C@@H](C2CC2)[C@@H]1CCCO	-1	3	-7	1	0	3	2	0	1	4
CC(C)CCn1c(SCCc2ccccc2)nc2c1c(=O)[nH]c(=O)n2C	6	2	1	7	-3	4	2	2	-5	1
O=C1OC(c2ccccc2)/C(=C(/O)c2ccccc2)C1=O (stereo not given)	5	-2	3	2	-3	-1	1	0	3	9
Cc1ncc([N+](=O)[O-])n1CC(=O)Nc1ccc(Cl)cc1	6	5	2	2	-6	-3	-4	-2	-1	3
C=CCn1c(SCC(=O)NC2CC2)nnc1-c1cccs1	-2	0	-1	0	-1	-5	-3	1	-4	5
NC(=O)Cn1cc(C(=O)COc2ccccc2)c2ccccc21	2	-2	-1	-1	7	-8	-1	1	/	-3
CC(C)(C)C1CCC(=NNC(=O)C(=O)NC2CCCCC2)CC1 (stereo not given)	-4	-2	-1	2	-2	6	3	0	2	10
CCn1c(SCc2ccc(F)cc2)nc2c(c1=O)SCC2	-4	0	-4	2	2	4	-3	2	-5	-3
O=C(c1nc2ccccc2s1)N1CCN(c2ccccn2)CC1	-3	-1	-4	-7	3	9	2	-4	2	3
O=C(COc1ccccc1Cl)NC(=O)NC1CCCCC1	-5	-1	-8	-1	4	5	2	1	-9	1
C=CCn1cc(C(=O)NCCOC)c(=O)c2cc(S(=O)(=O)N(CC)CC)ccc21	1	-6	-5	3	-2	-2	-1	0	1	2
COC(=O)COc1cc(OCC(=O)OC)c2c(C)c(Cl)c(=O)oc2c1	-3	-2	0	5	1	-2	-3	0	-3	2
CCc1nc2sc(C(=O)O)c(N)c2c2c1CCCC2	-3	-3	4	8	3	-8	0	3	3	4
O=[N+]([O-])c1c(C(Cl)Cl)nn(-c2ccccc2)c1N1CCCC1	4	-3	-1	-5	-8	6	-4	-1	-10	8
CCOC(=O)CC(=O)c1sc2c(c1N)c(=O)[nH]c(=O)n2-c1ccc(OC)cc1	-2	-3	3	-4	0	11	3	-4	1	-4
Cc1cc(C(F)(F)F)n2nc(C(=O)O)c(Cl)c2n1	3	2	1	1	2	7	0	1	-1	5
Cn1c(CNC(=O)Nc2cccc(Cl)c2)nnc1SCc1ccccc1	-6	-3	-1	-1	4	1	-1	-1	-11	3
C=CCc1ccccc1OCCNCCCOC	2	0	-3	2	-2	3	-1	0	0	7
COc1ccc(CCNC(=O)c2cccc(-n3cnnn3)c2)cc1	-1	0	1	1	2	2	0	-3	-3	1
COc1ccc(OC)c(N/C=C/C(=O)c2ccccc2)c1	1	-5	-4	1	-1	8	-5	1	3	11
(next part)
SMILES	TCR-CD3 inh	GC-B act	rCAG binder	NPR1 activator	MBD2 inh	SIAE inh	UHRF1 MBD2 ctr	PRMT1 FP inh	HTRA1 inh	mABHD4 FP
COC(=O)C(CCCCNC(=O)c1ccc([N+](=O)[O-])cc1)NC(=O)c1ccc([N+](=O)[O-])cc1 (stereo not given)	-3	-5	2	-2	-2	4	2	-1	2	0
CSC(=S)N/N=C/c1ccc(Br)cc1	-3	4	4	5	4	1	-1	5	1	-5
O=C(c1ccc(Cl)s1)N1CCOCC1	5	4	0	-1	0	-1	1	1	2	-2
CCOC(=O)C1=C[C@@H](C(C)(C)C)N(S(=O)(=O)c2ccc(C)cc2)[C@H]1c1ccccc1	-3	-6	2	-7	0	-4	-1	-2	/	-14
COc1cccc(-c2nn(C)c3sc(C(=O)N4CCOCC4)cc23)c1	-3	2	1	12	4	-1	-1	4	-1	2
Cc1ccccc1N(C(=O)CCC(=O)Nc1ccccn1)C(C(=O)NC(C)C)c1ccc(F)cc1 (stereo not given)	3	-2	-4	-6	-6	-1	-1	2	-6	5
COc1cccc(CC(=O)OCC(=O)N(C)CC(=O)Nc2ccc(F)cc2)c1	5	1	-7	-2	4	-1	0	1	-6	5
O=C1CC(c2ccco2)CC(O)=C1C=Nc1cc(Cl)cc(Cl)c1 (stereo not given)	11	-4	31	4	8	5	33*	28*	6	28

13 entries already listed, sorted by count of non-hydrogen atoms, smallest number first.
SMILES	TCR-CD3 inh	GC-B act	rCAG binder	NPR1 activator	MBD2 inh	SIAE inh	UHRF1 MBD2 ctr	PRMT1 FP inh	HTRA1 inh	mABHD4 FP
O=C(c1ccc(Cl)s1)N1CCOCC1	5	4	0	-1	0	-1	1	1	2	-2
Cc1cc(C(F)(F)F)n2nc(C(=O)O)c(Cl)c2n1	3	2	1	1	2	7	0	1	-1	5
CCc1nc2sc(C(=O)O)c(N)c2c2c1CCCC2	-3	-3	4	8	3	-8	0	3	3	4
COc1ccc(OC)c(N/C=C/C(=O)c2ccccc2)c1	1	-5	-4	1	-1	8	-5	1	3	11
O=[N+]([O-])c1c(C(Cl)Cl)nn(-c2ccccc2)c1N1CCCC1	4	-3	-1	-5	-8	6	-4	-1	-10	8
O=C1CC(c2ccco2)CC(O)=C1C=Nc1cc(Cl)cc(Cl)c1 (stereo not given)	11	-4	31	4	8	5	33*	28*	6	28
COc1ccc(CCNC(=O)c2cccc(-n3cnnn3)c2)cc1	-1	0	1	1	2	2	0	-3	-3	1
COc1cccc(-c2nn(C)c3sc(C(=O)N4CCOCC4)cc23)c1	-3	2	1	12	4	-1	-1	4	-1	2
Cn1c(CNC(=O)Nc2cccc(Cl)c2)nnc1SCc1ccccc1	-6	-3	-1	-1	4	1	-1	-1	-11	3
COc1cccc(CC(=O)OCC(=O)N(C)CC(=O)Nc2ccc(F)cc2)c1	5	1	-7	-2	4	-1	0	1	-6	5
CCOC(=O)C1=C[C@@H](C(C)(C)C)N(S(=O)(=O)c2ccc(C)cc2)[C@H]1c1ccccc1	-3	-6	2	-7	0	-4	-1	-2	/	-14
COC(=O)C(CCCCNC(=O)c1ccc([N+](=O)[O-])cc1)NC(=O)c1ccc([N+](=O)[O-])cc1 (stereo not given)	-3	-5	2	-2	-2	4	2	-1	2	0
Cc1ccccc1N(C(=O)CCC(=O)Nc1ccccn1)C(C(=O)NC(C)C)c1ccc(F)cc1 (stereo not given)	3	-2	-4	-6	-6	-1	-1	2	-6	5

Compound activity (PubChem)

This is a subset; the hit share may differ from the screen's.
